Screening data as filed in PubChem.
aSyn UTR inh: MLPCN primary screen, SNCA 5' untranslated region; alpha-synuclein 5'UTR reporter, inhibitor activity; inhibition, % (tested at 7.5 µM); actives 0.82% (n = 300,000); in the data active means inhibition above about 60%; inconclusive means no clear call, values can overlap the other calls;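 further: H4 neuroglioblastoma cells stably carrying SNCA 5'UTR luciferase fusion; 0% = DMSO wells and 100% = positive control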
HSF-1 act: HSF-1 activators, primary screen, NIH3T3-HGL cells, MG132 stress, luminescence, single point; NIH3T3-HGL HSF-1 luciferase reporter, 8 h; 100% = twice DMSO control signal; activation, % at 9 µM; actives 1.7% (n = 300,000); AID 504408, 2011;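 active means mean replicate activation of at least 50% with a set share of replicates each reaching 50%; inconclusive means only one of those two conditions met; inactive means mean below 50% and too few replicates reaching it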;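 further: 0% = median of the neutral control wells and 100% = twice that signal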
HSF1 inhib: HSF1 inhibitors in luciferase reporter cells, primary screen, cell-based, NIH3T3, luminescence | NIH3T3-HGL HSE-luciferase, MG132-induced, luminescence 8 h; hits give low values | activity change, negative = inhibition, % at 7.5 µM (by protocol) | actives 0.77% (n = 300,000) | AID 2098, 2009;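 active means more than half of replicate wells show activity change below -50%, luminescence cut by over half; inconclusive means some wells, but at most half, below -50%; inactive means no replicate well below -50%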;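 further: luciferase reports HSF-1 transcriptional activity via heat shock element; 0% = median of DMSO wells and -100% = zero luminescence signal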
IEC-6 cytotox: cytotoxicity in IEC-6 intestinal epithelial cells, primary screen, cytotoxicity control for KLF5 inhibitor project, cell-based, luminescence. IEC-6 cytotoxicity, luminescence viability. inhibition, % at 5 µM. actives 0.78% (n = 290,000); in the data active means inhibition above about 22%;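 further: 0% = plate median of test compound wells and 100% = cytotoxic reference compound wells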
HSP90 inh: HSP90 inhibitors, primary screen, cell lysate, luminescence; Rabbit reticulocyte lysate, luciferase refolding luminescence, 3 h; actives 0.91% (n = 290,000); Heat shock protein HSP 90 (rabbit reticulocyte lysate; luciferase refolding); inhibition, % at 5.6 µM;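 active means inhibition above the screen-wide mean plus 3 SD, computed separately per campaign, cut at about 16% in these data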;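 further: 0% = DMSO wells and 100% = 60 µM geldanamycin wells; inhibitors lower the luminescence because luciferase stays unfolded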
GSK3 alpha inh: blockers of GSK3A enzyme activity – biochemical, luminescence, cell-free homogeneous, HTS, primary screen; inhibition, % at 10 µM; actives 0.1% (n = 320,000); GSK-3 alpha kinase, ADP-Glo luminescence, 60 min; Glycogen synthase kinase-3 alpha (Homo sapiens), P49840;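 in the data active means inhibition above about 50%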;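 further: GST-tagged GSK-3 alpha with peptide substrate and 25 µM ATP; 0% = DMSO neutral wells and 100% = GW8510 positive control wells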
Target sequence (P49840 whole entry, looked up): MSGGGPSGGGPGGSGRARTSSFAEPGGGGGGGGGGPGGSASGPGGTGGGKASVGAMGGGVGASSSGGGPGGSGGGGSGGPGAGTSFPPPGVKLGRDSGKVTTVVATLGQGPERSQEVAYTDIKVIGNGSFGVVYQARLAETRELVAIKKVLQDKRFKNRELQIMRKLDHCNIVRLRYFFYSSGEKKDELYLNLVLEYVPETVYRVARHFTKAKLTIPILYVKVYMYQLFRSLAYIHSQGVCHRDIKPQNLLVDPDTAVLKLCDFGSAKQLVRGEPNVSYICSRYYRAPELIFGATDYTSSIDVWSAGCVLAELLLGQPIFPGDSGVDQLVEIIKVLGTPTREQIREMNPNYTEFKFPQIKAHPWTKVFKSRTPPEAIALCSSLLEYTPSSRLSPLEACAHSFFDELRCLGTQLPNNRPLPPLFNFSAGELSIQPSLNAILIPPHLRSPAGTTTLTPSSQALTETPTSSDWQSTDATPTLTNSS
KLF5 inhibitor: KLF5 expression inhibitors, primary screen, DLD-1 cells, luminescence. DLD-1 KLF5 promoter-luciferase reporter. actives 0.23% (n = 290,000). inhibition, % at 5 µM;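 active means inhibition above a per-plate limit of that plate's mean compound inhibition plus 3 SD, cut at about 60% in these data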;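 further: 0% = DMSO wells and 100% = LY294002 at 200 µM; higher means less KLF5 promoter-driven luciferase light; inactives centre near -14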
Dyrk1A ADPGlo: rat Dyrk1A kinase inhibitors, primary screen, biochemical, single point, plate reader; Dual specificity tyrosine-phosphorylation-regulated kinase 1A (Rattus norvegicus), Q63470; ADP-Glo luminescence, NFATc1 peptide; inhibition, % at 12.5 µM; actives 0.43% (n = 310,000); AID 504441, 2011; in the data active means inhibition above about 50%;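 further: plate controls were vehicle with enzyme for no effect and no enzyme for full effect; many of its hits are not listed in these tables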
GSK3beta inhib: human GSK3beta kinase inhibitors, primary screen, biochemical, cell-free homogeneous, HTS. Glycogen synthase kinase-3 beta (Homo sapiens), P49841. activity score (negative = inhibition), % at 10 µM. actives 0.038% (n = 300,000). GST-GSK3beta kinase, ADP-Glo luminescence, 60 min; hits give low values;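 active means more than half of replicate wells score below -50%, meaning over 50% inhibition versus plate controls; inconclusive means some replicates but at most half score below -50%; inactive means no replicate scores below -50%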;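 further: 0% = median DMSO wells and -100% = median GW8510 positive control wells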
Target sequence (P49841 whole entry, looked up): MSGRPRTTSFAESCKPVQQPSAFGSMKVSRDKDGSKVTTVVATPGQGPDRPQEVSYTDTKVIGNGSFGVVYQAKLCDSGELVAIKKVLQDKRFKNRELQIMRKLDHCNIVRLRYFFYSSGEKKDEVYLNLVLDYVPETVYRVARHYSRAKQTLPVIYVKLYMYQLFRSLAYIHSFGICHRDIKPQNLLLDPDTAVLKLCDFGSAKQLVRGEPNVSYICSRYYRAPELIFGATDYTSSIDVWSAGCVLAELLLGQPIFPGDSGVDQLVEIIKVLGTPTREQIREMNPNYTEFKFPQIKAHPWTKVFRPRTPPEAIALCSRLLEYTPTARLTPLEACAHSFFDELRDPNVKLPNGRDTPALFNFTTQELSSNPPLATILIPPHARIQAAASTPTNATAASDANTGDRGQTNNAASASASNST
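Test system – GST-tagged human GSK3beta kinase, cell-free · Incubation – 60 min enzyme reaction, room temperature · Signal – ADP-Glo luminescence · Also added – peptide substrate and ATP at 25 µM · Controls – DMSO neutral wells and GW8510 at 20 µM as positive · Buffer or medium – Tris/MgCl2 kinase buffer · Measure – Luminescence-derived activity versus plate DMSO and GW8510 wells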
Platelet DG rel: inhibitors of platelet dense granule secretion, primary screen, cell-based, MLPCN, human platelets. human platelet-rich plasma, SFLLRN dense granule ATP release, luminescence. inhibition, %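 (compounds screened at 7.5 µM in platelet-rich plasma)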. actives 0.22% (n = 300,000). AID 1663, 2009;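 active means mean replicate score, as percent of positive control, at or above 50; inconclusive means mean below 50 but at least one replicate at or above 50; inactive means mean and every replicate below 50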
* marks the source's active call; other numbers are inactive results; ? = inconclusive; / = not tested or not shown. This is a subset; rates above refer to the full screens.

SMILES	aSyn UTR inh	HSF-1 act	HSF1 inhib	IEC-6 cytotox	HSP90 inh	GSK3 alpha inh	KLF5 inhibitor	Dyrk1A ADPGlo	GSK3beta inhib	Platelet DG rel
FC(F)(F)c1ccc(CN2CCCCCC2)cc1	-2	/	/	-6	2	0	-35	-1	-1	0
CCC1Oc2ccccc2N(CC(=O)NCc2ccco2)C1=O (stereo unspecified)	-15	-7	0	-1	0	-1	-15	-6	-2	4
Cc1ccccc1NS(=O)(=O)c1cc(C(=O)NCc2ccncc2)ccc1Cl	4	3	-5	3	1	1	-1	11	2	-1
CCOC(=O)C1CCN(C(=O)c2cccc(Cl)c2)CC1	4	3	-8	2	0	0	-11	-6	0	-8
O=C(Nc1ccc2oc(-c3cccc4ccccc34)nc2c1)c1ncn[nH]1	-184	40	5	2	3	-1	-30	2	1	8
Cc1cc(-n2c(C)cc(C(=O)CSc3ccc4c(c3)OCCO4)c2C)no1	-9	42	20	4	4	-1	1	-2	-2	-3
C=CCOC(=O)C1=C(C)OC(N)=C(C#N)C1c1ccoc1 (stereo unspecified)	4	0	-3	-7	0	1	-7	18	1	-9
CCCCn1c(N)c(N(CC)C(=O)CSCc2ccc(C)cc2)c(=O)[nH]c1=O	2	12	5	-1	-4	-3	-15	-7	-5	7
COc1ccc(/C=N/n2cnnc2SCc2ccccc2)cc1	26	5	0	3	-3	-2	4	-4	0	8
O=C(/C=C/c1cccc(Cl)c1)c1nc2ccccc2[nH]1	-61	21	7	5	3	1	-9	4	1	1
CCN(CC(=O)NCc1cccs1)C(=O)/C=C/c1cccc(Cl)c1Cl	2	25	1	/	/	-5	/	6	3	-1
COC(=O)NNC(=O)c1ccc(Cl)cc1Cl	14	-11	-8	5	-1	-1	-9	1	-1	-3
O=C(c1ccc(-n2cccc2)cc1)N1CCOCC1	8	0	-9	-3	-2	3	-10	-1	2	-3
COc1ccc(CNC(=O)CC(C)c2ccccc2)cc1 (stereo unspecified)	-7	1	-3	-2	4	1	-40	-2	-2	-5
Cc1ccc(OCC(=O)N2CC3(C)CC2CC(C)(C)C3)cc1 (stereo unspecified)	10	-4	2	2	-3	-5	-9	-1	3	2
O=C(O)c1cc2c(s1)-c1ccccc1CC2	-3	4	0	-4	0	-2	-29	/	3	0
CC(=O)c1sc(NC(C)c2ccccc2)nc1C (stereo unspecified)	15	-9	-2	-11	-2	0	-33	-5	-1	6
C#CCNC(=O)C1=C[C@@H](c2ccc(C#C)cc2)[C@H](CCCO)[C@@H](OCC)O1	-19	6	-1	4	3	-2	11	0	4	-8
COC(=O)c1ccc(NC(=S)NC(=O)c2cccnc2)cc1	-11	-17	-12	1	-2	-1	-27	10	-7	-5
N#CC1=C(N)C(C#N)(C#N)[C@H](c2ccsc2)[C@H]2COCC=C12	13	4	-1	-7	-2	9	-35	11	-6	3
COc1ccccc1CNC(=O)Cn1nc(C)c([N+](=O)[O-])c1C	2	24	24	/	/	0	/	0	0	-6
Cc1ccc(C)c(NC(=S)NNC(=O)c2ccco2)c1	16	-15	-4	-2	2	-2	-9	5	1	-1
Nc1oc2ccc(F)cc2c(=O)c1C=O	-10	/	/	3	-6	6	-24	8	0	-3
Cc1onc(-c2c(F)cccc2Cl)c1C(=O)Nc1cccc(S(=O)(=O)NC2=NCCC2)c1	13	-11	-1	/	/	-2	/	-9	0	13
CCOC(=O)c1c(C)nn(Cc2ccccc2)c1N	0	4	0	-5	-4	2	-4	-1	-2	/
Next part
SMILES	aSyn UTR inh	HSF-1 act	HSF1 inhib	IEC-6 cytotox	HSP90 inh	GSK3 alpha inh	KLF5 inhibitor	Dyrk1A ADPGlo	GSK3beta inhib	Platelet DG rel
Cc1cc(C)cc(N2C(=O)CC(N(C(=O)c3ccco3)c3cc(C)cc(C)c3)C2=O)c1 (stereo unspecified)	-27	-2	-8	-2	0	3	6	3	1	-3
COc1ccccc1NC(=O)c1sc2nc3n(c(=O)c2c1C)CCC3	-52	0	-2	2	2	0	-22	-3	8	10
C=C(C)COc1ccc(C2NC(=O)c3ccccc3O2)cc1OCC (stereo unspecified)	21	1	-1	0	0	0	-30	1	1	2
S=C(NCc1cccs1)Nc1cc(Cl)cc(Cl)c1	8	2	-4	5	4	1	-21	-1	5	9
CCCCCCCCn1cc(C(C)=O)c(=O)[nH]c1=O	-10	13	2	0	-2	-1	0	3	1	-3
O=C1N[C@@H](Cc2ccccc2)C(=O)N2[C@H]1C[C@]1(Br)c3ccccc3N(S(=O)(=O)c3ccc(F)cc3)[C@H]21	12	-9	-4	/	/	-2	/	10	2	-1
O=C1C=C(N2CCCCC2)c2ccccc2C1=O	122*	46	25	/	/	6	/	/	-3	3
N/C(=N\OC(=O)c1cccc(Cn2cc(C(F)(F)F)ccc2=O)c1)c1ccccc1	-11	26	9	1	2	1	-20	/	1	-4
O=C(NNC(=O)c1cccs1)c1ccc(S(=O)(=O)N2CCCCC2)cc1	23	-4	-10	-3	-3	0	8	-3	3	7
C/C(=N/NC(=O)CSc1nc2ccccc2n1C)c1ccc(O)cc1	26	2	7	3	2	5	-18	-3	-4	2
COc1ccc(-c2cc(C(F)(F)F)n3nc(C(=O)NCc4ccco4)cc3n2)cc1OC	18	-4	-2	-1	3	-1	-25	2	-2	-1
CCn1c(SCC(=O)c2cc(OC)ccc2OC)nnc1C1CC1	-7	8	-2	5	1	2	-11	-3	0	4
Cc1ccc(O)c(NC(=O)c2cc(-c3ccc(F)cc3)on2)c1	-147	?	57	-1	0	1	-19	-3	-1	11
COc1ccc(CC(=O)NCC2COc3ccccc3O2)cc1 (stereo unspecified)	15	7	-1	2	0	-1	10	4	3	-3
COC(=O)c1ccc(C(=O)OC)c(NC(=S)N2CCCC(C)C2)c1 (stereo unspecified)	5	13	1	-1	1	0	-31	-6	0	-5
CCN(CC)C(=O)c1nn(-c2ccccc2)c2c1C1CCC2(C)C1(C)C (stereo unspecified)	6	9	8	-2	4	-2	7	-2	0	-1
CCOc1ccccc1NC(=O)CSc1nc(=O)n(Cc2ccccn2)c2c1CCC2	1	4	6	/	/	-2	/	-6	3	8
O=C(CCN1CCc2ccccc2C1)Nc1ccccc1	1	-2	3	-2	1	1	-7	-6	0	4
Fc1ccc(-c2csc3ncnc(N4CCN(Cc5ccccc5)CC4)c23)cc1	14	-4	4	5	0	0	-24	-4	2	-10
COCCCn1c(SCc2ccccc2)nc2cc(OC)c(OC)cc2c1=N	10	11	-7	6	-4	0	-8	-1	3	-5
COc1ccc(CN(Cc2cccn2C)C(=O)c2cc3cc(OC)ccc3[nH]2)cc1	34	19	8	-4	-4	2	-54	-1	1	-3
COC(=O)CCC(=O)Nc1sc(Cc2ccccc2)c(C)c1C(N)=O	6	-26	-16	5	2	-1	-5	-3	-1	-3
CCOc1cc(C(=O)Nc2cc(=O)n(C)c(=O)n2C)cc(OCC)c1OCC	0	9	-2	8	5	-3	-12	-1	0	13
Cc1cccc(N2CCN(C(=O)c3ccc(NC(=O)C4CCCO4)cc3)CC2C)c1 (stereo unspecified)	8	18	-6	3	2	1	-8	-1	-1	2
O=C(O)c1cccc(NC(=O)C2C3C=CC(C3)C2C(=O)O)c1 (stereo unspecified)	-1	-9	-14	-2	2	23	-22	4	1	-4
(cont.)
SMILES	aSyn UTR inh	HSF-1 act	HSF1 inhib	IEC-6 cytotox	HSP90 inh	GSK3 alpha inh	KLF5 inhibitor	Dyrk1A ADPGlo	GSK3beta inhib	Platelet DG rel
CCc1cc2ccc(C)cc2nc1SCC(=O)Nc1cc(OC)c(OC)cc1C(=O)O	12	5	-5	1	0	-6	-20	/	7	9
O=C(CSc1nnc2ccccn12)NCc1cccs1	-5	4	2	-1	-1	0	-24	13	1	1
COC(=O)c1sccc1NC(=O)c1c(Cl)cnn1C	7	-4	-6	-10	-1	-3	-6	9	-5	-5
CCN(CC)S(=O)(=O)c1ccc(F)c(C(=O)OC2CC(C)OC2=O)c1 (stereo unspecified)	9	-2	-6	-2	0	0	-12	-5	2	0
O=C(N/N=C/c1ccc(C(F)(F)F)cc1)c1ccc(O)cc1	-85	30	15	2	-4	-2	-15	16	1	-2
CCc1c(C)n([O-])c2c([n+]1=O)CCCCC2	9	8	0	5	0	2	-18	0	0	3

In the list so far, 8 contain a Cl atom.
SMILES	aSyn UTR inh	HSF-1 act	HSF1 inhib	IEC-6 cytotox	HSP90 inh	GSK3 alpha inh	KLF5 inhibitor	Dyrk1A ADPGlo	GSK3beta inhib	Platelet DG rel
Cc1ccccc1NS(=O)(=O)c1cc(C(=O)NCc2ccncc2)ccc1Cl	4	3	-5	3	1	1	-1	11	2	-1
CCOC(=O)C1CCN(C(=O)c2cccc(Cl)c2)CC1	4	3	-8	2	0	0	-11	-6	0	-8
O=C(/C=C/c1cccc(Cl)c1)c1nc2ccccc2[nH]1	-61	21	7	5	3	1	-9	4	1	1
CCN(CC(=O)NCc1cccs1)C(=O)/C=C/c1cccc(Cl)c1Cl	2	25	1	/	/	-5	/	6	3	-1
COC(=O)NNC(=O)c1ccc(Cl)cc1Cl	14	-11	-8	5	-1	-1	-9	1	-1	-3
Cc1onc(-c2c(F)cccc2Cl)c1C(=O)Nc1cccc(S(=O)(=O)NC2=NCCC2)c1	13	-11	-1	/	/	-2	/	-9	0	13
S=C(NCc1cccs1)Nc1cc(Cl)cc(Cl)c1	8	2	-4	5	4	1	-21	-1	5	9
COC(=O)c1sccc1NC(=O)c1c(Cl)cnn1C	7	-4	-6	-10	-1	-3	-6	9	-5	-5
